# Epigenetic reg – derepresses silenced GFP reporter in murine cells. murine LDR cells, GFP reporter derepression, 30 h. Potency, µM (doses to about 53.9 µM), for the others: top-dose GFP activation, usual class: activators. actives 0.2% (n = 280,000); further: % of control where 0% means no effect; nearly all actives have a fitted effect of over 60% in size
#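 Derepression of a silenced CMV-GFP reporter in murine LDR cells is scored by enumerating GFP-positive cells with a laser-scanning microplate cytometer after 30 hours of treatment at 37 C.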
# GAA glycogen – GAA glycogen-cleavage inhibition or activation; P10253; Potency, µM (highest dose often 76.4 µM), for the others: at the top dose activity change, negative = inhibition, most hits filed as inhibitors; actives 0.38% (n = 300,000); recombinant GAA, glycogen substrate, Amplex Red glucose oxidase fluorescence; AID 2100;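 further: 0% = full enzyme reaction and -100% = no-enzyme basal signal; the screen sought inhibitors and activators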
#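 Natural-substrate format: glycogen cleavage by 4 nM human enzyme, glucose read by Amplex Red coupling (Ex 573, Em 610 nm). Normalized to enzyme and no-enzyme controls.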
# GAA inh – inhibitors of human lysosomal alpha-glucosidase. Potency, µM (series often up to 76.9 µM), for the others: at the top dose activity change, negative = inhibition, actives largely listed as inhibitors. P10253. actives 0.005% (n = 200,000). purified human GAA, 4-MU-alpha-glucoside fluorescence;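 further: plate controls were uninhibited enzyme wells for no effect and no-enzyme background for full effect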
#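 Human enzyme at 4 nM with 400 uM 4-methylumbelliferyl-alpha-D-pyranoside, citrate/phosphate buffer pH 5.0, 0.005% Tween-20, 20 min at room temperature. Compounds up to 77 uM. 4-MU fluorescence (Ex 365/Em 440) read after NaOH/glycine stop; AC50 from Hill fit.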
# NPSR antag – neuropeptide S receptor (human) antagonism, cAMP; CHO-NPSR cells, cAMP TR-FRET, antagonist mode; Potency, µM (highest dose often 38.3 µM), for the others: at the highest dose activity change, negative = inhibition, most hits filed as inhibitors; actives 1% (n = 220,000); further: on the % scale 0 is the no-effect control and ±100 the full control effect; nearly all actives have a fitted effect of over 50% in size; many of its hits are not listed in these tables
# ALDH1A1 block – ALDH1A1 (human) enzyme inhibition | Potency, µM (highest dose often 75.3 µM), for inactives: at the top dose activity, negative = inhibition, usual class: inhibitors | actives 7.3% (n = 220,000) | P00352 | Purified ALDH1A1, NADH fluorescence, propionaldehyde substrate; active means well fitted inhibition curve with a large enough effect, not every such curve was filed as active; inconclusive means small, poorly fitted or top-dose-only effect, or another doubt; inactive means no such curve, though single readings can be large or run the other way;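 further: plate controls were no enzyme wells and a reference inhibitor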
# Target sequence (P00352 whole entry, looked up): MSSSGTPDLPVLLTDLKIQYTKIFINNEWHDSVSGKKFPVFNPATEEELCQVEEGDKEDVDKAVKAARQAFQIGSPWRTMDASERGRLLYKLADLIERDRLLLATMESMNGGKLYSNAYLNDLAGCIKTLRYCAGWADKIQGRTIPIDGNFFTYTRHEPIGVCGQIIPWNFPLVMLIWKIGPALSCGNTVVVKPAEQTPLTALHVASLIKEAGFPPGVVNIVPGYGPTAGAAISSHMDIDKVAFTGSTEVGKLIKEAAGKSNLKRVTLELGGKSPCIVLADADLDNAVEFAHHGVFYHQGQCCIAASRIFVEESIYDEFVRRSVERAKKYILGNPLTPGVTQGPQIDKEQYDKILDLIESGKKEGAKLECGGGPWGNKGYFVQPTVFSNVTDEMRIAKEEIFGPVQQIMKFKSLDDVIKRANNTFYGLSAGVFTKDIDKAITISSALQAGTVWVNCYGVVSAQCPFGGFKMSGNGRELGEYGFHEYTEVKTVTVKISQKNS
# aGal spleen mod – inhibitors or activators of human alpha-galactosidase in spleen homogenate; P06280; human spleen homogenate, 4MU-alpha-Gal fluorescence, 40 min; Potency, µM (doses to about 80 µM), without a hit: at the highest dose activity change, negative = inhibition, hits mostly inhibitors; actives 0.008% (n = 240,000);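 further: 0% = enzyme with vehicle and -100% = no enzyme basal signal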
# Target sequence (P06280 32-429 limits assumed): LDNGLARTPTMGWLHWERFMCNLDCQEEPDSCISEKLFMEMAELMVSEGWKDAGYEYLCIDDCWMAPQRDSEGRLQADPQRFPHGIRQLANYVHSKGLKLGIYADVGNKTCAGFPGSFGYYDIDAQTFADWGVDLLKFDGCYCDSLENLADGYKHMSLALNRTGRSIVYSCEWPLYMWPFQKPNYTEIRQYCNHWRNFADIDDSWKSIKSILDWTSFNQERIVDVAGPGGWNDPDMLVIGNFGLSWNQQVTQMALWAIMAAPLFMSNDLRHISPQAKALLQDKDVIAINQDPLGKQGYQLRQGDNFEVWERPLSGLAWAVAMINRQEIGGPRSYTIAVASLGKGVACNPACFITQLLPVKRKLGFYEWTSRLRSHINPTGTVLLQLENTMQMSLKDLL
#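 Inhibition or activation of alpha-galactosidase in human spleen homogenate is scored by 4-MU fluorescence after 40 min at 37C, pH 5.0, with 1 mM substrate. AC50s come from concentration-response fitted to the Hill equation.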
# Tau fluor counter – counter-screen for tau fibril formation inhibitors; AID 1463; tau K18 P301L (four-repeat tau fragment) Alexa594 fluorescence, heparin fibrillization; actives 0.93% (n = 280,000); Potency, µM (highest dose often 57.7 µM), without a hit: at the top dose activity change, negative = decrease; further: on the % scale 0 is the no-effect control and ±100 the full control effect; nearly all actives have a fitted effect of over 55% in size
#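 Human K18 P301L tau (15 uM unlabeled plus 0.24 uM Alexa 594-labeled, final) in 100 mM sodium acetate pH 7 was mixed with compound and 20 uM heparin and incubated 6 hr at 37 C.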
# aGlu spleen mod – inhibitors or activators of human alpha-glucosidase in spleen homogenate; P10253; human spleen homogenate, 4-MU-alpha-glucoside fluorescence; Potency, µM (titrated, usually from 79.9 µM), for inactives: at the highest dose activity change, negative = inhibition, actives largely listed as inhibitors; actives 0.006% (n = 240,000); AID 2112;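 further: 0% = enzyme with vehicle and -100% = no enzyme basal signal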
#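 Compounds were titrated against alpha-glucosidase in spleen homogenate at pH 5.0, with 1 mM 4-methylumbelliferyl substrate for 40 min at 37 C. Reactions were quenched with pH 10 NaOH/glycine and fluorescence measured.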
# * = called active by the depositor; ? = inconclusive; / = not tested or not shown; [ ] = dose if it differs, or a comment. Unless noted, the call rests on the fitted dose curve; in most records, active means well fitted curve in the direction sought with a large enough effect; inconclusive means small, poorly fitted or top-dose-only effect, or another doubt; inactive means no such curve, though single readings can be large; an effect the other way counts as inactive or inconclusive. Potency means the concentration at half of the fitted maximal effect.
SMILES,Epigenetic reg,GAA glycogen,GAA inh,NPSR antag,ALDH1A1 block,aGal spleen mod,Tau fluor counter,aGlu spleen mod
c1csc(-c2csc(-c3cccs3)n2)c1,-4.2%,1%,-6%,11%[46.1 µM],1%,-3%,-22%,-2%
O=C(O/N=C\c1ccc(N2CCOCC2)c([N+](=O)[O-])c1)c1ccccc1Cl,-2.0%,4%,-5%,-17%[46.1 µM],1.6µM*,3%,?,-3%
Cc1cc(C)c(NC(=O)CSc2nc(COc3ccccc3)nc3ccccc23)c(C)c1,0.0%,?,?,?,-6%,4%,-8%,6%
CCc1nnc(SCc2ccc(OC(C)C)cc2)n1N,-1.1%,-1%,-4%,8%[46.1 µM],-2%,12%,-5%,-17%
CCc1cc(C(=O)OC)c(NC(=O)CC2SC(N)=NC2=O)s1 (configuration not stated),-2.3%,-5%,-2%,-2%,4%,-14%,2%,-2%
C[C@H](NC(=O)c1nc[nH]c1C(=O)N[C@@H](Cc1ccccc1)C(=O)OCc1ccccc1)c1ccccc1,-2.0%,-2%,/,59%,5µM*,-11%,-28%,0%
CC(C)(C)C1CCc2onc(C(=O)Nc3cccc(O)c3)c2C1 (configuration not stated),0.1%,0%,-2%,-15%[46.1 µM],?,-3%,-28%,-1%
COC(=O)NC1(C(F)(F)F)NC(=O)N(C2CCCCC2)C1=O (configuration not stated),-1.0%,0%,-5%,4%[46.1 µM],11%,3%,-1%,2%
C=CCc1ccc(OC)c(OC)c1,/,-3%[76.3 µM],/,/,?,0%,/,1%
N#Cc1c2c(c(-n3cnc4ccccc43)n3c1nc1ccccc13)CCC2,0.0%,12%,8%,?,2%,1%,-13%,-2%
Cc1csc(SCC(=O)NCc2cccc(Cl)c2)n1,1.3%,-1%,5%,4%,?,-10%,1%,-9%
CC(C)NC(=O)N(O)C1N(Cc2ccc3c(c2)OCO3)C(=S)SC1(C)C (configuration not stated),-1.8%,?,4%,-12%[46.1 µM],5%,11%,-10%,7%
O=C(O)c1cccc(-n2cccc2/C=C2/NC(=O)N(c3ccc(Cl)cc3)C2=O)c1,1.7%,-8%,-14%,-38%,-15%,11%,-12%,5%
COc1ccccc1C(=O)NC(=S)Nc1ccc(N2CCCC2)cc1,0.0%,10%,-5%,26%,-2%,1%,?,-5%
CCC(=O)N1CCCc2ccccc21,-1.0%,-9%,/,11%,/,-1%,2%,-2%
O=[N+]([O-])c1ccc(Sc2ncc3ccccn23)nc1,0.0%,-1%,/,-19%[7.67 µM],/,6%,-15%,-5%
COc1ccc(OC)c(N(CC(=O)NCCSc2ccccc2)S(C)(=O)=O)c1,-1.0%,4%,0%,-10%[46.1 µM],-9%,-6%,-12%,-7%
CCCCc1cc2c(c(NC(C)=O)n1)c(=O)oc1ccccc12,-1.0%,5%,10%,-4%,-8%,-3%,-6%,-5%
COc1ccc(CCNC(=O)c2ccncc2)cc1OC,-7.9%,-4%,-4%,-12%[46.1 µM],4%,-11%,9%,-11%
O=C(O)/C=C/C(=O)NNC(=O)c1cc(-c2ccccc2)n[nH]1,-3.5%,-13%,0%,20%,?,3%,-6%,4%
Cc1ccc(NC(=O)c2cnccn2)c(OC(F)F)c1,1.8%,5%,?,-2%[46.1 µM],10%,4%,-3%,2%
CSc1ccccc1C(=O)N(C)Cc1ccccc1,-1.2%,23%,4%,-4%,6%,-5%,5%,1%
COc1ccc(CC(=O)n2c(CC#N)nc3ccccc32)cc1OC,-0.9%,5%,3%,?,0%,-8%,-9%,-9%
COc1ccc(NC(=S)Nc2cc(C)[nH]n2)cc1Cl,11%,?,/,-16%,/,7%,8%,9%
CN1C(=O)c2ccccc2NC(=O)[C@]12O[C@@H]2c1cccc(O)c1,0.0%,-7%,/,13%,/,6%,8%,8%

# ALDH1A1 block, entries above that show a hit.
Compound,Epigenetic reg,GAA inh,NPSR antag,ALDH1A1 block,aGal spleen mod,aGlu spleen mod
O=C(O/N=C\c1ccc(N2CCOCC2)c([N+](=O)[O-])c1)c1ccccc1Cl,-2.0%,-5%,-17%[46.1 µM],1.6µM*,3%,-3%
C[C@H](NC(=O)c1nc[nH]c1C(=O)N[C@@H](Cc1ccccc1)C(=O)OCc1ccccc1)c1ccccc1,-2.0%,/,59%,5µM*,-11%,0%

# Additional structures follow:
SMILES,Epigenetic reg,GAA glycogen,GAA inh,NPSR antag,ALDH1A1 block,aGal spleen mod,Tau fluor counter,aGlu spleen mod
C=CCN1C(=O)C2(c3ccccc31)C1CCCC=C1C(C#N)=C(N)C2(C#N)C#N (configuration not stated),14%,1%,4%,14%[46.1 µM],10µM*,-15%,-8%,1%
CC(C)c1ccccc1NC(=O)COC(=O)Cc1cccc(C(F)(F)F)c1,-1.1%,-8%,-6%,13%,16%,-8%,-15%,-19%
COC(=O)c1cc(NC(=O)CN(c2ccccc2OC)S(=O)(=O)c2ccccc2)ccc1Cl,2.1%,-3%,-8%,-26%[46.1 µM],-2%,-25%,-26%,-6%
COC(=O)[C@H](Cc1ccccc1)NC(=O)N1CC(C)OC(C)C1 (some centres not stated),-1.9%,-3%,8%,-15%[46.1 µM],-6%,-10%,-3%,-1%
CC(Oc1ccccc1)C(=O)Nc1cccc(-c2nc3ccccc3[nH]2)c1 (configuration not stated),1.0%,4%,-13%,-26%[46.1 µM],7%,0%,-5%,-16%
CCOc1ccccc1/C=N/OCC(=O)NCc1ccc(F)cc1,-0.2%,0%,13%,-1%,-2%,-19%,-6%,6%
CC1=CC(C)(C)NC(=S)N1c1ccc(C)cc1,1.2%,-5%,4%,8%[46.1 µM],4%,-9%,-4%,-2%
CCOC(=O)c1nnn(-c2nonc2OC)c1-c1ccccc1,-1.1%,/,-9%,-9%[46.1 µM],?,-16%,6%,-13%
COc1ccc2c(=O)cc(C(=O)O)oc2c1,-5.1%,-18%,-3%,17%,?,5%,7%,1%
c1ccc(CCc2nn3c(-c4ccncc4)nnc3s2)cc1,-0.8%,11%,5%,-5%[46.1 µM],10µM*,-8%,0%,-8%
O=C(Oc1ccc2c(c1)O/C(=C\c1ccncc1)C2=O)c1ccccc1,8.4%,0%,-2%,4%,?,9%,-1%,0%
O/N=C\c1cccn1-c1ccc(Br)cc1,-1.6%,7%,0%,8%[46.1 µM],1%,-2%,-7%,-8%
O=C(NCC1CCCO1)c1c(O)c2ccccc2[nH]c1=O (configuration not stated),10%,-10%,-2%,-10%[7.67 µM],?,-2%,6%,1%
Cc1cc(C(=O)COC(=O)CC2Sc3ccccc3NC2=O)c(C)n1-c1ccc2c(c1)OCO2 (configuration not stated),2.0%,1%,?,-10%,?,-4%,?,9%
Cc1ccc2[nH]c(=O)c(CN(CCN3CCOCC3)C(=O)Nc3ccccc3F)cc2c1,0.0%,2%,4%,-4%[46.1 µM],-2%,-11%,1%,-8%
Fc1ccccc1NC(=S)N/N=C/c1ccccc1Br,-1.5%,-4%,-2%,-29%[46.1 µM],?,0%,-25%,-1%
CCc1nc(SCC(=O)Nc2ccccc2C(=O)OC)n[nH]1,0.0%,-14%,-6%,-3%[46.1 µM],4%,-1%,4%,5%
CCCc1n[nH]c(=O)[nH]1,2.0%,11%,-2%,-7%[46.1 µM],15%,?,0%,-3%
COc1cc(Cl)c(C)cc1NC(=O)COC(=O)/C=C/c1c(C)nn(C2CCS(=O)(=O)C2)c1Cl (configuration not stated),0.1%,8%,-8%,?,4%,3%,-10%,-4%
COc1ccccc1N(CC(=O)N1CCc2ccccc2C1)S(C)(=O)=O,-1.4%,-12%,9%,10%,4%,2%,7%,-5%
COC(=O)[C@@H]1C[C@H]1[C@@H](NS(=O)(=O)c1ccc(-c2ccccc2)cc1)c1ccccc1,6.5%,/,/,/,-5%,7%,-24%,0%
Nc1c(NC(=O)CC[n+]2ccccc2)cccc1[N+](=O)[O-],-1.9%,-4%,4%,4%,3%,-8%,-9%,-17%
C=CCn1c(N2CCN(c3ccc(OC)cc3)CC2)nc2c1c(=O)[nH]c(=O)n2C,-1.1%,?,/,-2%,?,7%,-10%,-22%
COc1ccc(N)cc1-n1cnnn1,-4.7%,-2%,-4%,2%,?,0%,-1%,1%
CSc1nc(SCC(=O)NC(c2ccccc2)c2ccccc2)c2c3c(sc2n1)CN(C)CC3,0.0%,?,8%,?,3%,11%,-14%,1%
SMILES,Epigenetic reg,GAA glycogen,GAA inh,NPSR antag,ALDH1A1 block,aGal spleen mod,Tau fluor counter,aGlu spleen mod
COc1cc2c(cc1OC)C1(CCCCC1)CN(C)C2,-1.2%,2%,-9%[15.4 µM],13%,/,16%,-9%,3%
CC(=O)Nc1ccc(NC(=O)C(=O)c2cn(CC(=O)N3CCCCC3)c3ccccc23)cc1,3.6%,8%,-5%,-46%,?,-11%,-11%,2%
C=CCN1CC(c2nc3ccccc3n2Cc2ccccc2)CC1=O (configuration not stated),-0.7%,8%,3%,-8%[46.1 µM],3%,-4%,10%,-2%
N#C/C(=C/c1ccco1)C(N)=S,0.1%,?,/,3%,/,4%,?,-4%
Cc1cc(N2CCCC(C(=O)Nc3ccc4c(c3)CCC4)C2)n2ncnc2n1 (configuration not stated),0.0%,4%,5%,-4%[46.1 µM],-3%,5%,-7%,0%
CN1CCN(/C=N/c2sc3c(c2C#N)CCCCC3)CC1,0.0%,0%,-9%,-2%[46.1 µM],10µM*,-19%,-18%,-10%
CCN(CC)CCNc1nc2c(c(=O)n(C)c(=O)n2C)n1C/C=C(/C)Cl,3.0%,10%,5%,14%[46.1 µM],6%,9%,-3%,0%
CC(C)(C)NC(=O)NC(=O)CN1CCN(S(=O)(=O)c2ccccc2)CC1,3.1%,-3%,/,9%,/,14%,-8%,3%
Cc1ccc(OCC(=O)NNC(=O)CCC(=O)NCc2ccccc2)cc1,-2.3%,5%,1%,-13%[46.1 µM],-2%,1%,-8%,-9%
COc1ccccc1C1/C(=C(/O)c2ccc(C)cc2)C(=O)C(=O)N1Cc1ccco1 (configuration not stated),2.4%,-9%,-5%,-7%[46.1 µM],-13%,-3%,-4%,-11%

# Compound profiles, from the list above. Order of values: Epigenetic reg	GAA glycogen	GAA inh	NPSR antag	ALDH1A1 block	aGal spleen mod	Tau fluor counter	aGlu spleen mod
# `N#C/C(=C/c1ccco1)C(N)=S` across the screens: 0.1%	?	/	3%	/	4%	?	-4%
# `C=CCN1CC(c2nc3ccccc3n2Cc2ccccc2)CC1=O` (configuration not stated) across the screens: -0.7%	8%	3%	-8%[46.1 µM]	3%	-4%	10%	-2%
# `COc1ccccc1C1/C(=C(/O)c2ccc(C)cc2)C(=O)C(=O)N1Cc1ccco1` (configuration not stated) across the screens: 2.4%	-9%	-5%	-7%[46.1 µM]	-13%	-3%	-4%	-11%

# The list is partial. The share of hits here may be higher or lower than overall.
